Yfh1-depleted yeast: mitochondrial function rescue without frataxin homolog – Friedreich's ataxia, plus single-dose screen, dose response (AID 1465); hit rate 0.074% among 220,000; S. cerevisiae Yfh1-off respiration, WST-1 reduction, 72 h; higher fold induction means a stronger effect; fold induction at 50 µM, or EC50 in µM where a hit was titrated;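 active = fold induction of absorbance versus untreated yeast above a set limit, then at least 30% activation at any dose in follow-up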;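 note: activators that raise dye reduction in frataxin-depleted yeast; strong numbers were not always called active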
PMI inhibitors: MPI enzyme activity inhibition – biochemical, fluorescence intensity, coupled assay, primary screen (AID 1209); purified PMI enzyme, coupled fluorescence intensity; higher % means a stronger effect; inhibition, % at 20 µM, or IC50 in µM where a hit was titrated; hit rate 0.42% among 190,000;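 note: plate controls were DMSO vehicle for no effect and wells lacking substrate for full effect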
Autophagy HCS: autophagy modulation, high-content screen; calls only at 10 µM (by protocol); MEF GFP-LC3 puncta imaging; test concentration mostly 10 µM; hit rate 0.98% among 190,000;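 active = percentage of spot-positive cells more than 3 SD above its plate mean, without a fluorescence outlier flag or 80% toxicity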;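 note: spot-positive cell cutoff set from DMSO-treated cells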
Dynein transport: dynein cargo transport inhibition; 3617.4 mouse cells, GR-EGFP nuclear translocation imaging; test concentration mostly 20 µM; stimulated with dexamethasone, 1 µM; active compounds read low; z-score, hits read low; hit rate 0.47% among 220,000;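 active = plate z-score of nuclear minus cytoplasmic receptor signal below a set negative limit, without overly bright fluorescence or cell loss, cut at about -3.5 in these data, passing the limit was not always enough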;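 note: z-score of nuclear minus cytoplasmic ring GR-EGFP intensity difference per well; some compounds called inactive have numbers as strong as hits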
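Also added – dexamethasone, 1.0 µM final · Buffer or medium – tet-free, stripped-serum medium · Schedule – induction 48 h, compound 1 h, agonist 30 min · Detection – formaldehyde fixation, Hoechst nuclear stain, 10x automated fluorescence imaging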
b-catenin transl: modulators of beta-catenin nuclear translocation; HeLa beta-catenin nuclear translocation, immunofluorescence imaging; nuclear translocation activity, % at 5 µM; hit rate 0.3% among 190,000; AID 1665;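 active = nuclear translocation activity above 50% at 5 µM, with a well cell count of 50 or more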;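 note: per-cell ratio of nuclear to cytoplasmic median beta-catenin stain intensity; plate controls were DMSO negative control for no effect and GSK-3 inhibitor IX positive control for full effect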
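Read-out: Nuclear/cytoplasmic beta-catenin signal ratio, % activation | Assay system: Human HeLa cell line | Times: 24 h compound exposure at 37°C, 5% CO2 | Signal: Fluorescence imaging of beta-catenin antibody stain plus DAPI | Dosing: 5 µM primary, 0.02–20 µM confirmation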
WT yeast gro inh: growth inhibition of WT yeast, mitochondrial fusion screen | inhibition, % at 10 µM | hit rate 2.1% among 190,000 | mitochondrial fusion phenotypic screen, WT strain | AID 1362; in the data active = inhibition above about 58%; tested in S. cerevisiae
Ins promoter up: MIN6 insulin promoter up-regulation; MIN6 insulin promoter-GFP reporter, high-content imaging; active compounds read high; z-score at 5 µM; hit rate 0.3% among 190,000; AID 1625;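 active = z-score above 3 at 5 µM with at least 500 cells counted in the well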
MT stabilizer: microtubule stabilization, imaging screen. HeLa tubulin immunostaining HCS, 24 h; share of cells brighter than vehicle mean+2SD. % tubulin-high responders, % at 10 µM. hit rate 0.83% among 200,000;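 active = plate Z-score above 3 for both tubulin-high and condensed-nucleus cell shares, with cell loss under 80%, at 10 µM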;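 note: anti alpha tubulin signal scored within the nucleus-defined area of each cell; some results filed as inactive read as strong as hits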
human PMI inhibitors: MPI inhibition at elevated mannose 6-phosphate – biochemical, fluorescence intensity, high mannose 6-phosphate, primary screen (AID 1220) | recombinant PMI enzyme, coupled fluorescence intensity; higher % means a stronger effect | inhibition, % at 20 µM, or IC50 in µM where a hit was titrated | hit rate 0.66% among 190,000
WT yeast gro inh mutant strain: recorded beside WT yeast gro inh, whose call it bears; inhibition, %; mitochondrial fusion phenotypic screen, mutant strain inhibition
Dynein transport cytoplasmic EGFP: further read-out of Dynein transport, marked with its call; z-score; measured here: cytoplasmic GR-EGFP intensity; active compounds read high
Dynein transport nuclear GR-EGFP: also measured in Dynein transport; calls as there; z-score; measured here: nuclear GR-EGFP intensity;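 lower value marks the stronger effect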
Dynein transport cell count: second read-out of Dynein transport, no call of its own (marks repeat the call); z-score; measured here: cell count per field
Ins promoter up cell count: second read-out of Ins promoter up, no call of its own (marks repeat the call); cell count; measured here: cytotoxicity, nuclei count;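 total cells summed across four imaged fields per well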
b-catenin transl cell count 5 µM: second read-out of b-catenin transl, no call of its own (marks repeat the call); cell count; measured here: cell count, cytotoxicity flag
MT stabilizer Hoechst-high %: recorded beside MT stabilizer, whose call it bears; % Hoechst-high responders; measured here: nuclear condensation Hoechst responders;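 share of cells brighter than vehicle mean plus two SD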
MT stabilizer cytotoxicity %: further read-out of MT stabilizer, marked with its call; toxicity, %; measured here: cytotoxicity by cell density;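 0% = mean cell density of plate MIN control wells and 100% = no cells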
Autophagy HCS cell loss 18 h: recorded beside Autophagy HCS, whose call it bears; toxicity, %; measured here: cell loss, nuclei count;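 cell loss after 18 h compound exposure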
The depositor's hits bear a star; i = inactive; x = not tested or not shown. Cut-off read from the data, not from the text of the source, unless noted: active = inhibition above about 50%; inactive = the rest.

SMILES	Yfh1-depleted yeast	PMI inhibitors	Autophagy HCS	Autophagy HCS cell loss 18 h	Dynein transport	Dynein transport cytoplasmic EGFP	Dynein transport nuclear GR-EGFP	Dynein transport cell count	b-catenin transl	b-catenin transl cell count 5 µM	WT yeast gro inh	WT yeast gro inh mutant strain	Ins promoter up	Ins promoter up cell count	MT stabilizer	MT stabilizer Hoechst-high %	MT stabilizer cytotoxicity %	human PMI inhibitors
O=C(N/N=C/c1ccc(OCC2COCCO2)cc1)c1ccc(Br)cc1 (stereo unspecified)	i	-3%	i	13	-1.1	-0.38	-0.41	0.47	1.1	1106	-18	33	-0.32	1169	2.5	1.7	9.0	-4%
CCOC(=O)c1c(NC(=O)COC(=O)c2ccc(O)cc2)sc(C(=O)N(C)C)c1C	i	9%	i	-4	-0.025	-0.35	-0.49	-0.42	-0.6	1082	-2	-2	x	x	2.3	2.3	7.0	4%
COc1ccc(NC(=S)N2c3ccccc3CC2C)cc1OC (stereo unspecified)	i	20%	i	11	-0.56	-0.25	0.28	0.01	-3.0	830	8	22	0.84	1719	4.3	3.2	5.1	43%
Nc1ncnc2c1ncn2C1CCC(CO)C(O)C1 (stereo unspecified)	i	7%	i	35	-0.3	-0.21	-0.21	1.1	x	x	-3	-8	0.09	1250	3.5	2.4	9.3	4%
COc1ccc(CNC(=O)c2ccc(C(C)C)cc2)cc1	i	14%	i	10	0.014	0.021	0.53	-0.2	1.5	940	2	-13	-0.65	1377	2.4	2.6	3.5	12%
Cc1cc(C)c(OCCN2CC(C)OC(C)C2)c(Br)c1 (stereo unspecified)	i	8%	i	1	2	-0.29	1.2	-0.66	-0.5	1537	22	43	-0.11	1467	2.8	1.8	10.0	6%
CCCCN(CC)CCCNC(=S)Nc1ccc2nc3n(c(=O)c2c1)CCCCC3	i	20%	i	2	-0.52	-0.27	0.3	0.15	-0.4	1072	-25	-37	0.77	1361	5.2	2.6	5.9	8%
O=C(COC(=O)CCc1nc2ccccc2c(=O)[nH]1)NC(c1ccccc1)c1ccccc1	i	x	x	x	0.005	-0.71	-0.13	-1	-0.3	1367	x	x	0.41	1012	x	x	x	x
CCOC(=O)CCSc1nnc(-c2cccnc2)n1-c1ccccc1OC	i	-1%	i	7	-0.55	-0.1	-0.25	0.55	-9.8	1203	3	6	0.19	1233	1.7	2.3	6.1	1%
NS(=O)(=O)c1ccc(NC2=CC(c3ccc([N+](=O)[O-])cc3)N(c3ccc(S(N)(=O)=O)cc3)C2=O)cc1 (stereo unspecified)	i	x	x	x	-0.0024	-0.21	-0.29	1.1	-0.1	1082	x	x	0.28	1342	x	x	x	x
COc1ccc(NC(=O)c2ccc(NCCCN3CCOCC3)c([N+](=O)[O-])c2)cc1	i	16%	i	-1	-0.75	-0.22	-0.51	0.12	-2.1	1068	-1	-7	0.4	1440	2.7	3.2	7.4	9%
Cc1ccc(Cn2nnnc2CN2CCC(NC(=O)C(C)(C)C)CC2)cc1	i	x	i	-2	1.6	-0.2	0.83	-0.5	-0.1	1500	-10	-7	x	x	1.3	1.8	11	x
Cc1cccc(NC(=O)CSc2nc3ccc(NC(=O)CSc4nnnn4-c4ccccc4)cc3s2)c1C	x	5%	i	-1	0.42	-0.023	0.042	1	-3.5	880	2	-6	-0.19	1446	15	6.2	10	7%
CCOC(=O)c1c(NC(=O)CSc2nnc(-c3cccnc3)o2)sc(C)c1C	i	-9%	i	-2	-0.71	-0.015	-0.14	1.1	x	x	10	1	x	x	1.7	1.9	8.4	-16%
Cc1cc(-c2ccc(N3C(=O)CCC3=O)c(C)c2)ccc1N1C(=O)CCC1=O	i	2%	i	-47	-0.46	-0.29	-0.045	0.85	-2.7	952	1	-8	0.15	1070	3.0	3.5	6.4	4%
CCOc1ccc(CCNC(=O)CSc2nnnn2C)cc1OCC	i	-20%	i	-7	0.95	-0.36	0.39	-0.039	-1.8	1104	-19	14	0.22	1215	3.7	2.7	7.9	-9%
Cc1ccccc1N1CC(O)(c2cccs2)[N+]2=C1CCCC2 (stereo unspecified)	x	-6%	i	10	0.99	-0.23	0.52	-0.46	1.3	1076	10	-6	-2.9	1190	3.8	2.4	2.7	-9%
Cn1cc2cccc([N+](=O)[O-])c2n1	i	1%	i	-1	0.51	-0.19	0.11	-1.4	-1.9	1074	-2	1	-1.4	1289	1.5	2.9	8.7	42%
COc1ccc(Nc2ncc(C(=O)O)c3ccccc23)cc1	i	4%	i	-3	0.23	-0.23	0.64	1	-2.4	1310	-18	2	-0.63	878	1.8	1.1	6.3	-1%
Cc1nc(C)n(C(C)CC(=O)O)n1 (stereo unspecified)	i	-16%	i	13	0.85	-0.24	1.2	-0.036	-1.6	1152	0	2	0.17	1288	2.0	3.4	9.2	-18%
COc1ccccc1Nc1nc(N)nc(CSc2nnc(C)s2)n1	i	4%	i	-7	0.21	0.42	0.37	0.21	-0.4	1017	-7	5	0.24	1534	3.3	1.7	5.0	0%
CC(=O)/C(C#N)=C1\NC(=O)C(Cc2ccccc2)S1 (stereo unspecified)	i	-11%	i	13	-0.26	-0.51	-0.15	0.27	-3.0	1176	-2	6	x	x	2.3	2.2	13	-10%
CC(=O)Nc1ccc(C(=S)NCC2(N(C)C)CCCCC2)cc1	i	-11%	i	8	0.01	-0.35	0.31	0.26	3.8	911	-17	8	-0.49	1199	6.8	2.6	10	-7%
Cc1ccc(S(=O)(=O)NCCOc2nc(N3CCOCC3)nc(N3CCOCC3)n2)cc1	i	13%	i	33	0.11	0.39	0.62	-0.47	3.4	996	-7	-12	0.87	803	1.6	0.7	5.7	10%
Cc1nc2nc(-c3cccnc3)[nH]n2c(=O)c1C	x	7%	i	34	0.78	-0.21	0.68	-0.32	x	x	-5	3	0.17	994	2.0	1.8	7.3	7%
Cc1ccc(-c2nc(-c3ccccc3)no2)c(Cl)c1	i	0%	i	11	-1.5	-0.23	-0.86	0.78	-1.1	1150	22	7	-0.09	1037	8.5	2.8	3.4	0%
Cc1ccc(NC(=S)N(Cc2cccs2)Cc2cc3cccc(C)c3[nH]c2=O)cc1	i	13%	i	5	2.9	0.28	1.3	-2	-0.6	1093	19	-10	-1.3	1085	3.1	2.9	5.9	0%
CCOC(=O)CC1=C(C(=O)OCC)C(c2ccc(C)o2)C(C#N)=C(N)O1 (stereo unspecified)	i	6%	i	6	-0.36	-0.19	0.11	0.27	-0.9	1106	-15	-23	-0.15	1219	2.1	1.1	5.0	-6%
CCOc1cc(C2C(C#N)=C(N)Oc3n[nH]c(-c4ccncc4)c32)cc([N+](=O)[O-])c1O (stereo unspecified)	i	19%	i	-8	0.7	-0.21	0.28	-0.036	-1.0	1109	-35	-28	0.91	998	1.5	1.9	13	24%
COCCNC(=O)CNC(=S)N(Cc1ccccc1)Cc1cccnc1	i	-4%	i	-5	0.39	-0.23	0.28	-0.16	-4.3	1090	2	18	x	x	2.4	1.2	0.1	-10%

Of the compounds above, four have a nitro group on carbon.
SMILES	Yfh1-depleted yeast	PMI inhibitors	Autophagy HCS	Autophagy HCS cell loss 18 h	Dynein transport	Dynein transport cytoplasmic EGFP	Dynein transport nuclear GR-EGFP	Dynein transport cell count	b-catenin transl	b-catenin transl cell count 5 µM	WT yeast gro inh	WT yeast gro inh mutant strain	Ins promoter up	Ins promoter up cell count	MT stabilizer	MT stabilizer Hoechst-high %	MT stabilizer cytotoxicity %	human PMI inhibitors
NS(=O)(=O)c1ccc(NC2=CC(c3ccc([N+](=O)[O-])cc3)N(c3ccc(S(N)(=O)=O)cc3)C2=O)cc1 (stereo unspecified)	i	x	x	x	-0.0024	-0.21	-0.29	1.1	-0.1	1082	x	x	0.28	1342	x	x	x	x
COc1ccc(NC(=O)c2ccc(NCCCN3CCOCC3)c([N+](=O)[O-])c2)cc1	i	16%	i	-1	-0.75	-0.22	-0.51	0.12	-2.1	1068	-1	-7	0.4	1440	2.7	3.2	7.4	9%
Cn1cc2cccc([N+](=O)[O-])c2n1	i	1%	i	-1	0.51	-0.19	0.11	-1.4	-1.9	1074	-2	1	-1.4	1289	1.5	2.9	8.7	42%
CCOc1cc(C2C(C#N)=C(N)Oc3n[nH]c(-c4ccncc4)c32)cc([N+](=O)[O-])c1O (stereo unspecified)	i	19%	i	-8	0.7	-0.21	0.28	-0.036	-1.0	1109	-35	-28	0.91	998	1.5	1.9	13	24%

Carrying on.
SMILES	Yfh1-depleted yeast	PMI inhibitors	Autophagy HCS	Autophagy HCS cell loss 18 h	Dynein transport	Dynein transport cytoplasmic EGFP	Dynein transport nuclear GR-EGFP	Dynein transport cell count	b-catenin transl	b-catenin transl cell count 5 µM	WT yeast gro inh	WT yeast gro inh mutant strain	Ins promoter up	Ins promoter up cell count	MT stabilizer	MT stabilizer Hoechst-high %	MT stabilizer cytotoxicity %	human PMI inhibitors
Cc1ccc(S(=O)(=O)N2CCN(c3ccc([N+](=O)[O-])c(Sc4nncn4C)c3)CC2)cc1	i	6%	i	-13	0.84	-0.29	0.14	-0.81	-0.3	1049	-16	-26	-0.41	1451	4.5	2.4	8.9	-3%
Cc1ccc(C)c(N2CCN(C(=S)Nc3ccc4nc(N5CCOCC5)cc(C)c4c3)CC2)c1	i	25%	i	3	-0.64	-0.19	-0.38	0.44	6.1	1151	3	-9	0.83	1054	4.6	3.0	1.7	58%*
CC1OC23CCCCC2C(C#N)(C(=N)O3)C1(C#N)C#N (stereo unspecified)	i	14%	i	-7	-1.5	-0.038	-1.4	0.4	-1.3	1192	-14	9	0.76	1190	2.9	2.5	2.2	36%
O=C(NC(=S)NCC1CCCO1)c1cccs1 (stereo unspecified)	i	2%	i	11	0.36	-0.26	0.34	-0.12	-1.6	1016	-2	5	0.08	1248	3.1	2.4	6.9	-4%
O=C(O)c1c[nH]c(=O)c2ccccc12	i	-2%	i	-2	1.4	-0.13	0.9	-0.56	0.9	1012	12	-3	1.1	1287	2.8	2.0	3.4	9%
O=C(c1cc2cc([N+](=O)[O-])ccc2oc1=O)N1CCOCC1	i	x	i	2	-0.63	-0.33	-0.29	0.56	-1.1	1581	-1	6	-0.64	1781	1.9	2.9	7.7	x

Source: PubChem
